From PubChem
CXXC DNA block = blocks binding of human MLL CXXC domain to DNA; MLL-CXXC / FITC-HOXA9 DNA fluorescence polarization; Q03164; Potency, µM (titrated, usually from 115 µM), without a hit: top-dose activity change, negative = inhibition, actives largely listed as inhibitors; 0.037% of 290,000 active; active = well fitted inhibition curve with a large enough effect in the polarisation, with a control signal flat, not every such curve was filed as active; inconclusive = small, poorly fitted or top-dose-only effect, or effect the other way, or a change in a side signal; inactive = no such curve, though single readings can be large or run the other way; the % refers to the polarisation; also: potency is read from the fitted curve at half-maximal effect
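Purified MLL-CXXC (added from a 7 uM solution) was preincubated 5 min at ambient with pinned compounds in 50 mM Tris-HCl pH 7.5, 50 mM NaCl, 1 mM DTT, 0.05% BSA. Fluorescein-labeled HOX-A9 DNA (50 nM solution) followed, 30 min, then polarization read.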
GALK inh = galactokinase (human) inhibition; P51570; Purified GALK, Kinase-Glo residual ATP luminescence; Potency, µM (top dose mostly 57.5 µM), for the others: at the top dose activity change, negative = inhibition, actives largely listed as inhibitors; 0.007% of 270,000 active; AID 1868; also: potency is read from the fitted curve at half-maximal effect; % is scaled to controls: 0 for no effect and ±100 for the full control effect
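Luminescence from leftover ATP (Ultra-Glo luciferase/luciferin) served as read-out after a 1 h room-temperature reaction of 5 nM GALK with 35 uM ATP and 100 uM galactose.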
ASM inhibitor = human S-ASM enzyme inhibition; P17405; 0.006% of 340,000 active; placental ASM, HMU-PC fluorogenic substrate, 60 min; Potency, µM (titrated, usually from 57.5 µM), without a hit: top-dose activity change, negative = inhibition, usual class: inhibitors; also: potency is read from the fitted curve at half-maximal effect
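Fluorescence read-out (Ex 386 nm, Em 447 nm) after stopping the reaction at pH 10. Enzyme: ASM from human placenta; substrate HMU-PC0, 9 uM final; 60 min, 37 °C. Compound preincubation 10 min, ambient temperature.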
KCNH2 3.1 inh = KCNH2 3.1 (human) potassium channel inhibition. U2OS KCNH2 3.1, thallium flux FluxOr; active compounds read low. 0.95% of 340,000 active. activity change, % (tested at about 1.8 µM). AID 720553;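 active = maximum activity change below -70%; inconclusive = maximum activity change from -70% to -50%; inactive = maximum activity change above -50%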;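 also: thallium influx rate constant from kinetic fluorescence after stimulation buffer; % is scaled to controls: 0 for no effect and ±100 for the full control effect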
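We transduce U2OS cells with the mutant 3.1 virus, culture them overnight, load FluxOr with Red40 quencher for 45 min, then add stimulation buffer and read kinetically for 2 min to derive a normalized rate constant.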
KCNH2 WT inh = KCNH2 (human, wildtype) channel inhibition; Q12809; 0.37% of 340,000 active; U2OS, BacMam KCNH2, thallium flux FluxOr; active compounds read low; activity change, % at 1.84 µM;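 active = maximum activity change below -70%; inconclusive = maximum activity change between -70% and -50%; inactive = maximum activity change above -50%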; also: % is scaled to controls: 0 for no effect and ±100 for the full control effect
Target sequence (Q12809 whole entry, looked up): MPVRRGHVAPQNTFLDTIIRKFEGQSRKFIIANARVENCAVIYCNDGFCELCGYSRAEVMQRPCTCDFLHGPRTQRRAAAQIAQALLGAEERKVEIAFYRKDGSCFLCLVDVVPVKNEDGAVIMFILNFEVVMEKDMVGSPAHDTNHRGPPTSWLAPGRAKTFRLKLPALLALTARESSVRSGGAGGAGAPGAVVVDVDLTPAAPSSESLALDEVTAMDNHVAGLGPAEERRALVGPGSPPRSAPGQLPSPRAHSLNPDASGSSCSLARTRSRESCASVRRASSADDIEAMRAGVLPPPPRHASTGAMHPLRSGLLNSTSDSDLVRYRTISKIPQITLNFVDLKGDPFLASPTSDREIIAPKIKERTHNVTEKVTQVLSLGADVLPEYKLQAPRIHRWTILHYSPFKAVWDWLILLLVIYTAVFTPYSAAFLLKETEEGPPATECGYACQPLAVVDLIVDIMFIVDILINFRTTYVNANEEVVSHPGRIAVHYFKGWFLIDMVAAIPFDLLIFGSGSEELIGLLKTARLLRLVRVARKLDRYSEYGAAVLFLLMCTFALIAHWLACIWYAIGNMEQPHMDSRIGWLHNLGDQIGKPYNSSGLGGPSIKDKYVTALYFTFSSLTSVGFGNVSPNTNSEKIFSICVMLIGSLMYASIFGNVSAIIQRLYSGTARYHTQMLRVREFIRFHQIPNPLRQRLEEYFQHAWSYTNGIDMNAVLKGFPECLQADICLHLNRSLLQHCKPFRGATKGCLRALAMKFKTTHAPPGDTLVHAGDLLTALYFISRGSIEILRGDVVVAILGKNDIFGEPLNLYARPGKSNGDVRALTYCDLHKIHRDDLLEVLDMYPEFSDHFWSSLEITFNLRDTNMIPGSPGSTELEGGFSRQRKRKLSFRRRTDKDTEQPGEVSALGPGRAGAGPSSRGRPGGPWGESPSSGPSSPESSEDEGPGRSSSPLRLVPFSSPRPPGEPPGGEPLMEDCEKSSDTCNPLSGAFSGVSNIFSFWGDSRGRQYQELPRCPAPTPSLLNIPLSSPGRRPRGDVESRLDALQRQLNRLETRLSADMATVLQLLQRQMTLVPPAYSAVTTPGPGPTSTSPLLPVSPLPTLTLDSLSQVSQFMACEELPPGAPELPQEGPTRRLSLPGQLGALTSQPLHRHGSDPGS
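U2OS cells were transduced with wild-type KCNH2 virus (2.03 x 10^8 / mL) for 4 h at room temperature, then cultured overnight at 37 C. Thallium flux was read with FluxOr dye. Rate constants were normalized to DMSO controls.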
Integrin act MD = activates integrin-mediated alleviation for muscular dystrophy; alpha7betagal myoblasts, beta-gal FDG fluorescence, 48 h; Potency, µM (highest dose often 38.3 µM), without a hit: top-dose activation, usual class: activators; 0.064% of 350,000 active;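 also: potency is read from the fitted curve at half-maximal effect; 100% = response of the positive control SU9516; nearly all actives have a fitted effect of over 60% in size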
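alpha7betagal+/- myoblasts (passage 13, 250/well) treated 48 h at 37C with compounds at 1:260 dilution of DMSO stock. Lysed, then beta-galactosidase activity read as FDG fluorescence (ex 480/em 540) after 30 min, with pre-read for autofluorescence.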
TRPV1 ag = activates the human vanilloid receptor TRPV1. AID 540275. activation, % at 8.33 µM. 0.19% of 320,000 active. TRPV1-expressing cells, Fluo-8 calcium influx, agonist mode; in the data active = activation above about 80%; inconclusive = between about 30% and that limit; also: 0% is about no effect
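Fluo-8 calcium influx in TRPV1-expressing cells, kinetic read (ex 480/em 520 nm). Compound added and read 3 min for agonist activity, followed by capsaicin at EC20 final and 2 min further read for enhancement.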
MBNL1 CUG block = blocks human MBNL1 binding to CUG repeat RNA; Q9NR56; TR-FRET MBNL1-His/biotin-(CUG)12 binding, 665/545 ratio; Potency, µM (highest dose often 57.5 µM), for the others: top-dose activity change, negative = inhibition, hits mostly inhibitors; 0.036% of 280,000 active; AID 2675; active = well fitted inhibition curve with a large enough effect in the signal ratio, with a control signal flat, not every such curve was filed as active; inconclusive = small, poorly fitted or top-dose-only effect, or effect the other way, or a change in a side signal; inactive = no such curve, though single readings can be large or run the other way; the % refers to the signal ratio; also: potency is read from the fitted curve at half-maximal effect; % is scaled to controls: 0 for no effect and ±100 for the full control effect
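Ratiometric TR-FRET (665 over 545 nm, excitation 340 nm) tracks disruption of MBNL1-His/biotin-(CUG)12 complex after 60 min at room temperature, with compounds at 92 nM to 58 uM final.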
AT treatment = potential ataxia-telangiectasia treatments restoring KAP-1 phosphorylation. […] A-T fibroblasts, KAP-1 phosphorylation AlphaLISA; neocarzinostatin DNA damage 30 min before lysis. Potency, µM (doses to about 57.5 µM), without a hit: top-dose activation, actives largely listed as activators. 0.19% of 320,000 active; also: potency is read from the fitted curve at half-maximal effect; % of control where 0% means no effect; nearly all actives have a fitted effect of over 45% in size
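hTERT-immortalized A-T patient fibroblasts ([…]), 500 cells/well in OPTI-MEM, 1% FBS, got compounds for 60 min, then NCS for 30 min at 37C. Lysates were then assayed for phospho-KAP-1 by AlphaLISA (anti-pKAP1 donor, anti-KAP1 acceptor beads), 6 hr at 25C.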
FBPA coupling cs = coupling enzyme interference in Giardia aldolase counter-screen | coupling enzyme system counterscreen, AmpLite Red fluorescence | activity change, negative = inhibition, % at 58.2 µM, hits read low | 0.67% of 290,000 active; in the data active = activity change below about -30%; also: % is scaled to controls: 0 for no effect and ±100 for the full control effect
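Counterscreen lacking aldolase: glyceraldehyde-3-phosphate coupling-enzyme reagent preincubated 10 min at RT with compound (at 57.5 uM final), then substrate/coupling system with AmpLite Red added; fluorescence read at 525/598 nm after 20 min RT.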
An asterisk follows results filed as active; i = inactive; ? = inconclusive; / = no result given; [ ] = another dose, or the depositor's remark. Unless noted, calls follow the shape of the dose curve; as a rule, active = well fitted curve in the direction sought with a large enough effect; inconclusive = small, poorly fitted or top-dose-only effect, or another doubt; inactive = no such curve, though single readings can be large; an effect the other way counts as inactive or inconclusive.

SMILES	CXXC DNA block	GALK inh	ASM inhibitor	KCNH2 3.1 inh	KCNH2 WT inh	Integrin act MD	TRPV1 ag	MBNL1 CUG block	AT treatment	FBPA coupling cs
COc1ccc(C(=O)Oc2ccc3ccc(=O)oc3c2)cc1OC	36%[activator]	11%	i	-3	-13	16%	-1	4%	-9%	3
CCOC(=O)CC(=O)CSc1ccc2nnc(-c3ccc(C)cc3)n2n1	-5%	0%	1%	-5	-14	2%	1	?	-3%	-1
O=c1cc(N2CCCC2)c(-c2ccccc2)n[nH]1	-2%	0%	1%	4	15	39%	-4	-4%	5%	4
Cc1cccc(N2CCN(C(=S)Nc3ccc4nc(N5CCN(C)CC5)cc(C)c4c3)CC2)c1C	17%	0%	20%	?	-2	17%	-5	4%	-1%	3
COc1ccc(N2CCN(C(=O)c3cccc(NS(=O)(=O)c4cccc(F)c4)c3)CC2)cc1	-11%	5%	-11%	-4	4	13%	-1	-5%	-15%	1
CN(C)c1ccc(/C=C2\SC(=O)N(CCc3nnc(N)s3)C2=O)cc1	?	-2%	-4%	-1	-3	-2%	?	?	-1%	2
CC[C@@H](C)[C@@H]1CN([C@@H](C)CN2CCC[C@H]2CN2C(N)=NC[C@@H]2Cc2ccccc2)C(=N)N1CCc1ccc(Cl)c(Cl)c1	/	/	-8%	-6	24	18%	/	/	-1%	/
CCOC(=O)N1CCN(C(=O)/C(=C/c2cccc3ccccc23)NC(=O)c2ccc(OC)cc2)CC1	13%	1%	-26%	-2	-2	19%	-1	?	3%	-2
COC(=O)c1cc(OC)c(OC)cc1NC(=O)Nc1ccccc1F	1%	-1%	27%	-1	-2	1%	3	-3%	38%	-1
CN(Cc1nc(-c2ccccc2)no1)C(=O)c1ccc2c(c1)OCO2	/	/	2%	1	2	8%	19	/	12%	/
O=C(NCc1ccco1)c1cc(-c2cccnc2)nc2ccccc12	-12%	0%	1%	-1	-17	-20%	26	?	1%	5
COc1ccc(C2CC(=O)Oc3cc(OC)ccc32)cc1 (stereo not given)	/	/	5%	-3	17	10%	/	/	7%	3
CCOc1ccc(N(CC(=O)Nc2ccc(OC)cc2)S(=O)(=O)c2c(C)noc2C)cc1	0%	2%	-13%	-5	2	0%	/	-1%	16%	-2
COc1ccc(S(=O)(=O)Nc2ccc3c(c2)C(=O)N([C@@H](C)CO)C[C@H](C)[C@H](CN(C)S(=O)(=O)c2ccc(F)cc2)O3)cc1	/	/	-1%	-4	-3	-7%	/	/	-3%	/
COc1cc(/C=N/n2cnc3c(sc4nc(C)cc(C)c43)c2=O)ccc1O	6%	-1%	-3%	-3	6	1%	1	-18%	3%	0
COCCCN1CC23C=CC(O2)C(C(=O)O)C3C1=O (stereo not given)	-3%	2%	-2%	-6	1	5%	/	-6%	12%	0
COc1ccc(OC)c(CCNC(=O)Cn2nc(C)c3c(C)n(-c4ccccc4)nc3c2=O)c1	-10%	7%	-5%	-22	1	0%	0	-7%	7%	5
COc1ccc(N2CCN(C(=O)CSc3nnc4c(C)cc5cc(C)ccc5n34)CC2)cc1	-5%	-6%	-10%	15	2	-5%	11	14%	-2%	-1
CCOC(=O)c1c(NC(=O)c2ccccc2Cl)sc2c1CCc1ccccc1-2	-17%	/	31%[activator]	2	1	10%	2	22%[11.5 µM]	6%	-1
Cc1ccc(C23CC4CC(CC(C(=O)NC(C)C)(C4)C2)C3)cc1	-1%	-2%	-2%	-6	31	18%	23	-4%	3%	0
CN1CCN(NC(=O)c2cccc(F)c2)CC1	-2%	-1%	4%	-1	0	15%	-1	1%	-3%	2
Cc1ccc(N2CN(Cc3ccco3)CNC2=S)cc1	1%	0%	9%	1	-6	-1%	4	-4%	-2%	3
O=c1cc(/C=C/c2cccs2)[nH]c2ccccc12	55%[activator]	0%	36%[activator]	-4	10	-31%	-1	?	1%	-1
COc1ccccc1OCC(=O)NCC1CCCN(Cc2cnn(C(C)C)c2)C1 (stereo not given)	9%	5%	-5%	9	14	5%	1	-1%	0%	/
Cc1oc(=O)cc(OCc2ccccc2)c1C	/	/	2%	-10	2	7%	/	/	13%	/
Next structures:
SMILES	CXXC DNA block	GALK inh	ASM inhibitor	KCNH2 3.1 inh	KCNH2 WT inh	Integrin act MD	TRPV1 ag	MBNL1 CUG block	AT treatment	FBPA coupling cs
CCCOc1ccc(C2C(C(=O)c3ccc(C)o3)=C(O)C(=O)N2Cc2cccnc2)cc1 (stereo not given)	-11%	3%	/	/	/	/	-3	23%	6%	4
CC(C)CC(NC(=O)C(NC(=O)OC(C)(C)C)C(C)C)C(N)=O (stereo not given)	-4%	0%	3%	8	-7	6%	0	2%	10%[11.5 µM]	4
COc1ccc(NCc2nnc(SCCN3CCCCC3)n2-c2ccc(C)cc2)cc1	18%	-3%	4%	4	8	0%	0	-2%	-2%	0
CCCOc1ccc(NC(N)=O)cc1OCCC	-1%	0%	2%	5	23	-5%	2	?	-1%	1
CCCCSc1nc2c(cc1C#N)CCC2	-1%	3%	-6%	-13	-6	-14%	-4	-4%	17%	5
COc1ccc2nc(SCc3cccc(C)c3)nc(C)c2c1	14%	-5%	163%[activator]	-29	2	-24%	4	?	8%	2
COc1ccc2nc(SCc3nc(N)nc(Nc4ccccc4)n3)[nH]c2c1	12%	-1%	-8%	-35	-5	-20%	0	3%	-6%	-2
CC(=O)N=Nc1[nH]c(N)c2ccccc12	3%	11%	2%	0	i	18%	1	6%	-8%	1
CCC/C(O)=C1\C(=O)CC(C)(C)CC1=NCc1ccccc1	-6%	10%	-1%	17	5	20%	10	-4%	-5%	0
O=C(Cc1ccccc1)NCC(=O)Nc1cc(Cl)ccc1Cl	3%	11%	-4%	10	-4	23%	0	2%	16%	2
O=C(NC(=S)NC1CCCCC1)c1ccc(F)cc1	-12%	4%	-2%	-28	-4	5%	?	-5%	1%	/
CCCCCCn1cnc2c(c1=O)c1nc3ccccc3nc1n2/N=C/c1ccco1	-6%	-2%	-2%	-9	8	36%	-3	?	-2%	6
Cc1ccc(S(=O)(=O)N2CCN(C(=O)CN3C(=O)CNC3=O)CC2)cc1	/	/	-2%	-8	23	-8%	3	/	-2%	/
CCn1c2ccccc2c2cc(NC(=O)C(C)Oc3ccccc3)ccc21 (stereo not given)	-3%	-1%	-3%	-7	3	-24%	15	9%	-2%	5
COc1ccc(S(=O)(=O)N2CCC3CC2c2cc(N4CCOCC4)ccc23)cc1 (stereo not given)	/	/	7%	27	5	-3%	/	/	/	/
O=C(CCc1nc2ccccc2s1)OCc1ccccc1F	4%	2%	/	6	6	-11%	26	-13%	-2%	0
CCOC(=O)c1cc(-c2ccccc2)n(CCC(=O)O)c1C	-2%	0%	0%	-7	6	0%	8	1%	-2%	4
CC(C)(C)c1ccc(-c2nnc(SCC(=O)c3ccc4c(c3)OCCO4)o2)cc1	-1%	-1%	-1%	-7	4	19%	5	2%	-1%	/
CNc1c(NS(=O)(=O)c2ccc(OC)cc2)c(=O)oc2ccccc12	20%	1%	0%	-9	7	18%	1	0%	4%	0
O=C1c2cccc3cccc(c23)C(=O)N1OS(=O)(=O)c1ccc(Br)cc1	-5%	-2%	-6%	-35	1	-15%	1	13%	0%	-3
CC1CC(=O)N(CC(=O)N2CCCC2)c2ccccc2S1 (stereo not given)	-3%	1%	3%	8	10	-9%[7.66 µM]	1	-3%	1%	1
CC(NC(=O)COC(=O)c1cc(NS(=O)(=O)c2ccc(Cl)c([N+](=O)[O-])c2)ccc1O)C1CC2CCC1C2 (stereo not given)	10%	0%	-10%	-12	0	-30%	-1	10%	-8%	8
CCCNC(=O)CCn1nc(-c2ccccc2)c2ccccc2c1=O	1%	1%	0%	18	-1	-5%	7	-2%	-27%	4
C#CCOCCOCCOCCNc1nc(N2CCN(C(=O)CCCCCCCCCCNC(=O)[C@@H]([C@H](C)O)n3cc(C)nn3)CC2)nc(N2CCN(C(=O)CCCCCCCCCCNC(=O)[C@@H]([C@H](C)O)n3cc(C)nn3)CC2)n1	/	/	-2%	-1	-2	6%	3	/	-9%	/
CC1(C)CNC(=O)c2sc(NC(=O)c3ccccc3Cl)nc2C1	8%	-1%	-1%	0	-1	-1%	-2	5%	3%	1
C[C@H]1COC(=O)[C@H](Cc2ccc(F)cc2)C/C=C\C[C@@H](CC(=O)NCCO)C(=O)N1	/	/	8%	7	4	-9%	/	/	-8%	/
O=C(CSC1=NS(=O)(=O)c2ccccc2N1)NCc1ccc(F)cc1	/	/	0%	-7	8	2%	-5	/	-3%	/
